p47phox inh = p47phox/p22phox peptide binding inhibitors, primary screen, biochemical, uHTS, NADPH oxidase regulatory subunit | Neutrophil cytosol factor 1 (Homo sapiens), P14598 | fluorescence polarization, 2 h | inhibition, % at 24.7 µM | 0.53% of 220,000 active;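 active means inhibition above about 30%, limit read from the data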;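 further: 0% = p47phox with labelled peptide and 100% = labelled peptide alone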
Hck-Nef inh = inhibitors of Nef-activated human Hck kinase, primary screen, biochemical, Z-Lyte FRET, 384-well, Hck-YEEI; Tyrosine-protein kinase HCK (Homo sapiens), P08631; Recombinant Hck-YEEI plus Nef, Z-Lyte FRET kinase assay; inhibition, % at 20 µM; 0.68% of 220,000 active; AID 463187, 2010;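 active means Hck-Nef kinase inhibition above about 50%, limit read from the data; inactive means inhibition below that limit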;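 further: 0% = DMSO with Hck plus Nef and 100% = Hck alone without Nef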
Runt-SMMHC FRET = inhibitors of RUNX1 Runt–CBFb-SMMHC binding, primary screen, biochemical, FRET, Cerulean-Runt, Venus-CBFb-SMMHC, uHTS | inhibition, % at 20 µM | 0.74% of 220,000 active | Runt-related transcription factor 1 (Homo sapiens) + Core-binding factor subunit beta … | AID 1434, 2008 | Cerulean-Runt/Venus-CBFb-SMMHC FRET ratio 530/480, 1 h;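 active means mean inhibition across duplicate retests at 20 µM reaching about 50%, limit read from the data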;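 further: 0% = DMSO wells and 100% = wells with excess untagged CBFb-SMMHC; inhibitors lower the FRET ratio by blocking Runt binding to CBFb-SMMHC; some results filed as inactive read as strong as hits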
Target sequence (Q01196 whole entry, looked up): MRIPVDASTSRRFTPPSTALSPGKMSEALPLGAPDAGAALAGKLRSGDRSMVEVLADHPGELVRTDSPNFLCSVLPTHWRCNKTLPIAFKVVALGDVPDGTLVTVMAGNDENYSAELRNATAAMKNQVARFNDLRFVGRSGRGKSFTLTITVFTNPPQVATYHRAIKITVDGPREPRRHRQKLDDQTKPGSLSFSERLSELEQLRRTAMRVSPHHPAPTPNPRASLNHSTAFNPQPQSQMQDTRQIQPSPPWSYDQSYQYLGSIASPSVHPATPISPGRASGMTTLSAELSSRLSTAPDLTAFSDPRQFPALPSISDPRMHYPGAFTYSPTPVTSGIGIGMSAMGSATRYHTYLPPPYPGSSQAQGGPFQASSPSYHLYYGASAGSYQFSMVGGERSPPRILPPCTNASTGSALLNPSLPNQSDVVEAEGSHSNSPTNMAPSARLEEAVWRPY
Target sequence (Q13951 whole entry, looked up): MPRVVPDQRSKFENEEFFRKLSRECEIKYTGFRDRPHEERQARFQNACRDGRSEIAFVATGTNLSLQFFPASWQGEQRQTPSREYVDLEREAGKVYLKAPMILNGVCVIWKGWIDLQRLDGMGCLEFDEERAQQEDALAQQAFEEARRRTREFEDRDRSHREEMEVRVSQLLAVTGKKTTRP
14-3-3 Bad inh = inhibitors of 14-3-3 zeta/Bad binding, primary screen, biochemical, TR-FRET, bovine 14-3-3 zeta; 14-3-3 protein zeta/delta (Bos taurus), P63103; TR-FRET 14-3-3zeta/Dy647-pBad peptide displacement, 1 h; inhibition, % at 21.7 µM; 0.71% of 220,000 active; AID 781, 2007;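 active means inhibition above about 70%, limit read from the data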;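 further: 0% = full 14-3-3 plus peptide FRET controls and 100% = background without 14-3-3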
Target sequence (P63103 whole entry, looked up): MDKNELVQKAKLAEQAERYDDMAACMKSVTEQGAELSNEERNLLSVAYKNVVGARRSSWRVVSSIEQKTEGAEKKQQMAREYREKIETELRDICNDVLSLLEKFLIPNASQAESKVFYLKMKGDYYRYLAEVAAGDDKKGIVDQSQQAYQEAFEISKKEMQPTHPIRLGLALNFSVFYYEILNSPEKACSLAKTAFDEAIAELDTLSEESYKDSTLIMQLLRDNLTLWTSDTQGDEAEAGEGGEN
Runt-CBFb FRET = inhibitors of RUNX1 Runt–CBFb binding, primary screen, biochemical, FRET, Cerulean-Runt, Venus-CBFb, uHTS. Cerulean-Runt/Venus-CBFb FRET ratio 530/480, 1 h. inhibition, % at 20 µM. 0.46% of 220,000 active. AID 1496, 2009;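 active means inhibition over about 50% at 20 µM in the single-dose screen, limit read from the data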;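 further: 0% = DMSO wells and 100% = excess unlabeled CBFb competitor control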
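Measured by: fluorescence energy transfer, 422 nm excitation, 530/480 nm emission; Assay system: Cerulean-Runt domain; Medium: Tris pH 7.5 buffer with BSA; Measure: loss of energy transfer signal; Controls: 5 µM unlabeled CBFb as full-inhibition high control; Incubation: protein complex preformed 1 h, compound exposure 1 h, room temperature, dark.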
TbHK1 inh = Trypanosoma brucei hexokinase 1 inhibitors, primary screen, biochemical, G6PDH-coupled NADH absorbance, MLSCN library. 0.11% of 220,000 active. inhibition, % at 10 µM. AID 1430, 2008. hexokinase 1 [Trypanosoma brucei]. recombinant TbHK1, G6PDH-coupled NADH A340;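 active means inhibition of 50% or more in the single-dose primary screen; inactive means inhibition below 50%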
zVAD death inh = inhibitors of zVAD-triggered necroptosis, primary screen, L929 cells. L929 zVAD necroptosis rescue, ATP luminescence, 24 h; with zVAD 60 µM. viability rescue, % at 10 µM. 0.38% of 220,000 active. AID 1377, 2008;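 active means activation, scaled between plate controls, above about 75%, limit read from the data; inactive means activation under that limit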;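 further: 0% = zVAD with DMSO and 100% = DMSO alone without zVAD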
EBV gp42 block = Epstein-Barr virus gp42 inhibitors, primary screen, biochemical, uHTS, fluorescence polarization; inhibition, % (tested at 21.74 µM); 0.42% of 220,000 active; Fluorescence polarization binding assay, mP read-out; Glycoprotein 42 (Epstein-Barr virus (strain AG876)), Q1HVG2; AID 1085, 2008; in the data active means inhibition above about 50%
Mdm2 ligase inh = MDM2-luciferase reporter signal enhancers, primary screen, MDM2 E3 ligase inhibitor project, cell-based, luminescence, 1536-well; E3 ubiquitin-protein ligase Mdm2 (Homo sapiens), Q00987; signal enhancement, % at 5 µM; AID 1230, 2008; cell-based MDM2 ubiquitination luciferase reporter, 2 h; 0 = plate control, 100 = twice control, blank-subtracted; 0.11% of 210,000 active;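 active means signal enhancement of 30% or more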;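 further: luminescence tracks abundance of the self-degrading MDM2-luciferase fusion protein; higher signal means inhibition of MDM2 E3 ligase activity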
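Assay system: mammalian cells stably expressing self-ubiquitinating, self-degrading MDM2 E3–luciferase fusion. Quantity: 2000 cells in each well. Medium: DMEM culture medium. Compound dosing: single-point 5 µM. Timing: cell settling 4 h, compound treatment 2 h, both 37 °C. Technique: luciferase luminescence. Read-out basis: percent signal gain over controls, blank-subtracted. Benchmarks: plate controls and plate blanks.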
The depositor's hits bear a star; nt = not tested or not shown; [ ] = dose if it differs, or a comment. Outcome played no part in choosing rows. About 3.2% of those tested had a hit in this group.

SMILES	p47phox inh	Hck-Nef inh	Runt-SMMHC FRET	14-3-3 Bad inh	Runt-CBFb FRET	TbHK1 inh	zVAD death inh	EBV gp42 block	Mdm2 ligase inh
O=C(NCc1nc2ccccc2[nH]1)c1cccc(S(=O)(=O)N2CCCCC2)c1	-20	-1	2	-1	0	2	6.5	0	-4
CCc1nc2oc3cc(OC)ccc3c(=O)c2c(=O)n1Cc1ccccc1	-11	-1	-2	15	0	-6	0.1	11	-19
CCN(C(=O)COC(=O)c1ccc2c(=O)n3c(nc2c1)CCC3)C1CCS(=O)(=O)C1 (centres undefined)	5	24	21	8	8	-6	1.6	4	-8
Cc1ccc(C23CC4CC(CC(C(=O)N5CCOCC5)(C4)C2)C3)cc1	-15	-2	4	-4	-2	0	0.1	13	-13
Cc1ccc(/C=N/NC(=O)C(O)c2ccccc2)o1 (centres undefined)	-11	9	-4	-2	3	-21	1.7	-25	-6
O=C(Nc1ccccc1N1CCCC1)c1ccc(Br)o1	0	5	4	5	1	-2	0.1	-14	-18
C=CCC(CC=C)(NC(=O)c1cccc(C)c1)c1ccccc1	-5	4	0	2	1	35	0.3	-14	-16
C#CC[N+](C)(C)C(C#Cc1ccccc1)CC=C (centres undefined)	-4	-1	0	2[fluorescence artefact?]	1	-6	0.4	-1	-14
O=C(CSc1nc(Nc2ccccc2)nc(N2CCOCC2)n1)N1CCCC1	-14	1	2	-8	0	-3	6.5	-10	-11
Clc1cccc(CSc2nc3ccncc3[nH]2)c1	5	1	-2	13	2	-7	0.4	-8	-12
Cc1ccccc1OCC(O)CN1CCN(c2ccccn2)CC1 (centres undefined)	-2	-9	-1	4	-2	-7	0.6	-11	-14
NS(=O)(=O)c1ccc(CCNC(=O)c2cncc(Br)c2)cc1	-5	-2	0	-3[fluorescence artefact?]	-1	-2	-0.2	-23	2
CC(=NCCN1CCN(C(=S)Nc2ccccc2)CC1)C1=C(O)CC(C)(C)CC1=O	-12	0	4	-9	-3	1	-0.3	-11	-8
O=c1c2cnn(-c3ccccc3)c2nc(-c2cccs2)n1-c1cccc(Cl)c1	-44	-1	-2	53	0	-12	3.6	-32	-11
N#Cc1nc(-c2ccccc2Cl)oc1NCC1CCCO1 (centres undefined)	-8	2	-1	4	2	-17	-0.3	-6	-13
Cc1noc(C)c1COc1ccc2ccc(=O)oc2c1	-2	-16	3	8	-1	3	1.1	-1	-12
COc1cccc(-c2nc(CS(=O)(=O)CC(=O)Nc3c(C)cccc3C)c(C)o2)c1	-13	2	1	-3	0	5	3.1	-18	-6
CC(=O)[C@H]1[C@H](C#N)C[C@H]2[C@@H]3CC=C4C[C@@H](O)CC[C@]4(C)[C@H]3CC[C@@]21C	-1	2	4	2	2	-5	1.3	-16	nt
Fc1ccc(NC(=S)NC2CC3CCC(C2)N3Cc2ccco2)cc1 (centres undefined)	-10	16	-6	-11	2	3	0.3	-12	-13
CC(C)N1CCc2[nH]c(=S)[nH]c(=O)c2C1	0	2	-3	-6[fluorescence artefact?]	6	-3	0.1	-2	-10

Three entries out of the list, arranged by count of non-hydrogen atoms, largest number first:
SMILES	p47phox inh	Hck-Nef inh	Runt-SMMHC FRET	14-3-3 Bad inh	Runt-CBFb FRET	TbHK1 inh	zVAD death inh	EBV gp42 block	Mdm2 ligase inh
CCN(C(=O)COC(=O)c1ccc2c(=O)n3c(nc2c1)CCC3)C1CCS(=O)(=O)C1 (centres undefined)	5	24	21	8	8	-6	1.6	4	-8
O=C(NCc1nc2ccccc2[nH]1)c1cccc(S(=O)(=O)N2CCCCC2)c1	-20	-1	2	-1	0	2	6.5	0	-4
N#Cc1nc(-c2ccccc2Cl)oc1NCC1CCCO1 (centres undefined)	-8	2	-1	4	2	-17	-0.3	-6	-13

Further entries follow.
SMILES	p47phox inh	Hck-Nef inh	Runt-SMMHC FRET	14-3-3 Bad inh	Runt-CBFb FRET	TbHK1 inh	zVAD death inh	EBV gp42 block	Mdm2 ligase inh
O=S(=O)(/N=C(\c1ccccc1)N1CCOCC1)c1cccs1	-2	15	-4	3	-2	4	-0.8	-20	-10
Cc1csc(NC(=O)CSCC(=O)O)c1-c1nc2ccccc2s1	-9	8	-4	-5	-5	-28	3.8	-4	-7
COc1cc(C)c2c(c1C=O)Oc1c(c(C)c(O)c3c1C(O)OC3=O)OC2=O (centres undefined)	-4	21	-8	5	0	6	-0.4	-15	-12
O=C(N/N=C/c1ccc(O)c([N+](=O)[O-])c1)C1CC1(c1ccccc1)c1ccccc1 (centres undefined)	-7	21	-5	6	-3	-31	2.1	-5	-5
O=c1cc[nH]c2c(C(F)(F)F)cccc12	-19	3	-2	19[fluorescence artefact?]	-1	-10	-0.6	-8	-6
N#C/C(=N\Nc1ccccc1F)C(=N)N1CCCCC1	-6	5	-7	0[fluorescence artefact?]	-4	-13	1.2	-3	nt
O=C(CSc1ccc(-c2ccccn2)nn1)Nc1nccs1	2	-10	-1	-10	1	0	1.0	-7	-2
CC(C)(C)NC(=O)C(c1ccco1)N(C(=O)Cn1nnc(-c2ccc(F)cc2)n1)c1ccccc1F (centres undefined)	-5	-20	4	39	-2	-3	-0.7	-15	-8
CC(=O)OC1(C(F)(F)F)Oc2ccccc2NC1=O (centres undefined)	nt	-21	2	nt	2	8	0.8	nt	-19
O=C1/C(=C/c2ccc(O)c([N+](=O)[O-])c2)SC(=S)N1Cc1ccccc1	-13	11	-31	-1	-16	9	-0.5	-3	-7
O=C(Nc1nnc(CCS(=O)(=O)c2ccc3ccccc3c2)s1)c1ccc([N+](=O)[O-])cc1	-2	-4	-6	-8[fluorescence artefact?]	-2	-1	0.0	-7	-7
Oc1cccc(/C=N/Nc2nn3cnnc3c3ccccc23)c1	-6	29	1	-10	-2	-46	-0.1	-10	-18
O=c1c2c3nc4ccccc4nc3n(CC3CCCO3)c2ncn1CCc1ccccc1 (centres undefined)	-12	3	4	8	0	-7	-0.2	-22	-4
Cc1ccc2[nH]c(C(F)(F)F)cc(=O)c2c1	-8	-2	-1	12	0	-16	0.8	0	-10
Cc1nc2nc[nH]n2c(=O)c1NC(=O)CCc1ccccc1	1	1	-1	12[fluorescence artefact?]	-1	-3	0.1	-3	-14
CC1(C)CC(=O)C2=C(C1)N(c1ccc(F)cc1)C(=O)NC2(C(F)(F)F)C(F)(F)F	-11	3	2	-4	-1	0	-0.1	-14	-10
C=CCn1c(Cc2nc3ccccc3[nH]2)n[nH]c1=S	-6	1	3	0	6	-9	-0.1	-16	-4
COc1ccc(C/C(N)=N/OC(C)=O)cc1OC	-7	0	1	-4	-3	31	0.8	-5	-1
Cc1ccc(S(=O)(=O)N2CCCC(C(=O)NCc3ccccn3)C2)cc1 (centres undefined)	-7	2	0	9[fluorescence artefact?]	3	-2	0.4	-7	-15
CCN(CC)C(=O)C1CCCN(c2ccc([N+](=O)[O-])cc2/C=N/NC(=O)c2cccc(Br)c2)C1 (centres undefined)	-7	5	-6	-1	-3	-15	-0.1	-36	0
O=S(=O)(c1ccccc1C(F)(F)F)N1CCN(S(=O)(=O)c2ccccc2C(F)(F)F)CC1	-9	11	-2	4	-3	-11	0.1	-5	-15
Cc1cccc(NC(=O)N2CCCC2C(=O)Nc2ccccc2)c1 (centres undefined)	7	23	1	0	-1	-7	5.1	-3	-2
Cc1ccc(-n2nnnc2-c2cnc(N3CCCC3)nc2C(F)(F)F)cc1	-11	-20	-2	-10[fluorescence artefact?]	-4	1	-1.1	4	-11
O=C1CC(C(=O)Nc2ccc(C(=O)N3CCOCC3)cc2)C2(CCCCC2)O1 (centres undefined)	2	-1	0	-1	-2	-2	-0.2	-19	6
CC(=O)Nc1ccc(S(=O)(=O)N2CCN(Cc3ccncc3)CC2)cc1	-5	0	0	25[fluorescence artefact?]	1	5	-0.2	-4	-11
COc1ccc(-c2cc(C(F)(F)F)nc(SCC(=O)NCCN3CCOCC3)n2)cc1OC	-6	19	-2	-6	-2	-27	-0.5	16	2
COc1ccccc1N1CCN(C2CCN(S(=O)(=O)c3ccc4ccccc4c3)CC2)CC1	-13	0	0	-6	1	-5	0.3	-5	1
COC(=O)c1[nH]c2cc(OC)ccc2c1NC(=O)CCN1CCN(c2cccc(C)c2C)CC1	-8	-1	4	0[fluorescence artefact?]	-8	-22	6.4	-25	0
Cc1ccc(C2OC3=C(C(=O)CC(C)(C)C3)C(N)=C2C#N)o1 (centres undefined)	5	-22	3	-1	3	9	0.1	3	-89
O=C(c1sc2ccccc2c1Cl)N(Cc1cccs1)C1CCS(=O)(=O)C1 (centres undefined)	-14	19	-2	-1	1	2	0.0	-12	-5
COc1nn(CC(=O)N2N=C(C(F)F)CC2(O)C(F)F)cc1[N+](=O)[O-] (centres undefined)	1	-4	-4	-3[fluorescence artefact?]	-1	-2	-0.4	-3	-4
O=[N+]([O-])c1ccc(-c2nc(NCc3ccccc3)c3ccccc3n2)cc1	19	4	-9	14	-3	-20	0.7	-40	-22
COC(=O)/C=C1\S/C(=N/NC(=O)c2ccc(OC)cc2)NC1=O	9	-21	-19	-5	-7	-22	-0.9	6	-11
CC(C)OC(=O)CC12CN3CN(C1)CC(CC(=O)OC(C)C)(C3)C2=O	-1	0	0	-1	-1	1	0.0	-3	-2
O=C(c1ccc(F)cc1)N1CCCCC(S(=O)(=O)c2ccccc2)C1=O (centres undefined)	1	-10	-5	-2	-2	2	nt	0	-3
COC(=O)Nc1ccc(S(=O)(=O)Nc2ncccn2)cc1	3	26	-5	-14	1	-3	1.7	-9	-10
NNC(=O)CN1C(CN2CCOCC2)=Nc2ccc(Br)cc2C1c1ccccc1 (centres undefined)	-6	20	3	-8	0	-9	1.1	-18	-6
COCCn1c(=NC(=O)/C=C/c2ccccc2)sc2cc(NC(C)=O)ccc21	-13	9	-71	20[fluorescence artefact?]	-27	-39	81*	-38	-14
O=C(CN1C(=O)COc2ccccc21)N(Cc1ccccc1)Cc1ccccn1	-11	1	-3	-3	-1	-10	-0.1	-13	-22
CN1CCN2c3ccccc3Cc3ccccc3C2C1 (centres undefined)	2	4	-12	-10	-1	-2	0.3	0	nt
Brc1ccc(-c2nnc3sc(CN4CCC5(CC4)OCCO5)cn23)cc1	12	7	4	-7	1	0	2.8	3	0
FC(F)(F)c1cc(-c2ccccc2)nc(NC2CCCC2)n1	-21	1	0	-15[fluorescence artefact?]	-2	-6	-0.2	-13	-8
